RTF Ca sens act: cardiac RTF calcium sensitization; P19429+P45379; IANBD-labeled TnC RTF fluorescence at EC20 calcium; 0% EC20 calcium, 100% full calcium; activation, % at 7.2 µM; 340,000 tested, 0.24% active; AID 493008;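 active means activation above the mean over all tested compounds plus 3 SD, cut at about 30% in these data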;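 further: rise in fluorescence read as greater calcium sensitivity of cardiac thin filaments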
Wnt act: activators of Wnt/beta-catenin signaling | Wnt/beta-catenin reporter cell assay, activator, plate reader | activation, % at 9.35 µM | 300,000 tested, 1.2% active; in the data active means activation above about 30%, passing the limit was not always enough;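 further: 0% = neutral control wells and 100% = positive control wells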
DSG3 Ab inh: blocks pemphigus antibody binding to human desmoglein-3; DSG3-coupled beads, scFv-anti-DSG3-GFP binding, flow cytometry; hits give low values; binding (percent of control), % at 10 µM; 310,000 tested, 0.48% active; P32926;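 active means binding more than 3 SD below its plate's average and above zero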;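 further: hits lower antibody fragment binding to DSG3; some compounds called inactive have numbers as strong as hits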
Keap1-Nrf2 PPI: disrupts human Keap1 binding to Nrf2 peptide | Keap1 Kelch-Nrf2 peptide fluorescence polarization, 1536-well | inhibition, % at 9.4 µM | 340,000 tested, 0.15% active | AID 504523; in the data active means inhibition above about 12%;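 further: human Keap1 Kelch domain with fluorescein labeled Nrf2 9mer peptide probe; 0% = neutral control wells and 100% = peptide positive control; higher means more block of Keap1 binding to Nrf2 peptide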
LANA DNA inh: blocks KSHV LANA C-terminal domain binding to DNA; MBP-C-LANA/FAM-LBS DNA binding, fluorescence polarization; inhibition, % at 9 µM; 340,000 tested, 0.078% active;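 active means highest replicate inhibition at or above 60% at 9 µM, even if other replicates fall short; inactive means all replicates below 60% inhibition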;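 further: 0% = neutral control wells and 100% = 4 µM acridine orange control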
Arr AP2 block: inhibitors of human beta-arrestin and AP2 interaction. 340,000 tested, 0.31% active. AID 504490. FITC-arrestin peptide / GST-AP2 beads, flow cytometry; AP2 beta2 appendage carries R879A mutation. inhibition, % at 10 µM;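 active means inhibition above a set limit, near 3 SD of compounds lacking own fluorescence, cut at about 54% in these data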;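 further: plate controls were DMSO wells for no effect and 5 µM unlabelled arrestin peptide for full effect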
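test system = AP2 appendage R879A on GSH beads | buffer or medium = PBS plus Tween 20 (0.05%) and BSA (0.1%) | incubation = 12 min plus 1 h, RT | detection = bead flow cytometry, FITC channel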
MOR-DOR ag: agonists of human mu-delta opioid receptor heterodimerization. P35372+P41143. cells, OPRM1-OPRD1 heterodimerization, luminescence. activation, % at 9.3 µM. 340,000 tested, 0.3% active; in the data active means activation above about 18%;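 further: 0% = vehicle-treated cells and 100% = reference agonist; values of inactives mirror those of a sister screen read the other way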
Target sequence (P35372 whole entry, looked up): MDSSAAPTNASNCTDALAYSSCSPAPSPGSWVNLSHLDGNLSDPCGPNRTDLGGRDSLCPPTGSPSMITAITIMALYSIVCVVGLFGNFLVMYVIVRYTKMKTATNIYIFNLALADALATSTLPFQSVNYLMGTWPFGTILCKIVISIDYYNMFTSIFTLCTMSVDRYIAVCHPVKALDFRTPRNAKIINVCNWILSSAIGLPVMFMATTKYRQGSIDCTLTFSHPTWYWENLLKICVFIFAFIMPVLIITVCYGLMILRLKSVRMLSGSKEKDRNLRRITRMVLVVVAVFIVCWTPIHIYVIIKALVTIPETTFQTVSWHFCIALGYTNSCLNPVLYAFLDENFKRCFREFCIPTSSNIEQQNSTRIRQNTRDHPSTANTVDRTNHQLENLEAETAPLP
Target sequence (P41143 whole entry, looked up): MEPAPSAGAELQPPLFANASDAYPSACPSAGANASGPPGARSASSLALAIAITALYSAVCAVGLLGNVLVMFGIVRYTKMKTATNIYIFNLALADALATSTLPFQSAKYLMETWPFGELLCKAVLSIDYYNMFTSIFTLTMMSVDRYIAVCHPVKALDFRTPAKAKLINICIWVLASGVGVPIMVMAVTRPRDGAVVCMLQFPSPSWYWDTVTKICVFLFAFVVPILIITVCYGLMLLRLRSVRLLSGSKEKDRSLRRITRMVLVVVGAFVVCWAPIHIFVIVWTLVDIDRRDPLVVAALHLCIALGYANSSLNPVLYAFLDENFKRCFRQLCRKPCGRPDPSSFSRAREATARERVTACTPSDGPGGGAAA
OPRM1-OPRD1 inv: inverse agonists of human mu-delta opioid receptor heterodimerization | inhibition, % at 9.3 µM | cell-based MOR-DOR heterodimer luminescence, inverse agonism | P35372+P41143 | 340,000 tested, 0.21% active; in the data active means inhibition above about 22%, passing the limit was not always enough;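 further: 0% = cells with DMSO and 100% = wells without cells with DMSO; values of inactives mirror those of a sister screen read the other way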
RTF Ca sens inh: cardiac RTF calcium desensitization | IANBD-labeled cardiac RTF, Ca2+ fluorescence | 340,000 tested, 0.12% active | inhibition, % at 7.15 µM | P19429+P45379;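 active means inhibition above the mean inhibition of all tested compounds plus 3 SD, cut at about 17% in these data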;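 further: assay run at fixed EC70 calcium of 1.6 mM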
V-ATPase pH: yeast V-ATPase proton transport regulation by pHLuorin; S. cerevisiae, pHLuorin cytosolic pH fluorescence; response, % at 10 µM; 350,000 tested, 0.37% active; in the data active means response mostly above about 7.3%, no sharp cut-off; inactive means mostly below about 5.4%; further: actives read high; inactives centre near 0; some compounds called inactive have numbers as strong as hits; reference of the scale not given here
Active calls of the source: *; · = no result given.

nr	SMILES	RTF Ca sens act	Wnt act	DSG3 Ab inh	Keap1-Nrf2 PPI	LANA DNA inh	Arr AP2 block	MOR-DOR ag	OPRM1-OPRD1 inv	RTF Ca sens inh	V-ATPase pH
1	CCOc1ccc(CCNC(=O)COC(=O)c2cc(OC)c(OC)cc2[N+](=O)[O-])cc1OCC	-10	-1	106	-5	-1.6	2	0.7	-4	0	1
2	CC1CCN(C(=S)c2ccccc2O)CC1	6	5	·	5	1.2	0	-1.0	6	-1	2
3	Cc1nc2nc(-c3ccc(Cl)cc3)[nH]n2c(=O)c1Cc1ccccc1	4	·	105	-2	-0.2	14	-1.5	8	-1	-1
4	Cc1ccc(-c2nc(Nc3ccccc3)n[nH]2)cc1	-9	45*	37*	-3	-0.7	13	3.8	-23	6	2
5	CSc1ccccc1NC(=O)c1cc(-c2ccco2)on1	6	10	97	-1	0.6	-5	-2.0	13	-13	2
6	CSc1cccc(N2CC(C(=O)Nc3cccc(S(=O)(=O)N4CCCC4)c3)CC2=O)c1 (centres undefined)	0	-4	105	-5	-0.8	-3	0.6	-3	-8	-3
7	C=C(C)COc1ccc(-c2[nH]ncc2Oc2ccccc2OCC)c(O)c1	0	·	104	3	0.8	3	-2.0	11	-17	2
8	COc1ccc(N(C(=O)c2snc(C(N)=O)c2N)C(C(=O)NCC2CCCO2)c2ccc(C)o2)cc1OC (centres undefined)	-6	1	106	-5	-0.3	26	-3.4	18	-8	-3
9	CCC1Oc2ccc(C)cc2N(CC(=O)NCc2ccco2)C1=O (centres undefined)	1	-1	101	6	1.6	22	-1.8	9	-6	0
10	O=C(NCc1ccco1)c1sc2cccc(F)c2c1Cl	-2	22	·	3	-1.3	28	0.9	-5	2	3
11	Cc1ccc(OCC(=O)Nc2ccc3c(c2)C(=O)NC3=O)c(C)c1	-3	-3	91	4	-0.5	-1	-1.1	6	-1	2
12	Cc1cnc(C(=O)OCC(=O)NC(C)c2ccccc2)cn1 (centres undefined)	2	-3	·	-5	3.3	-5	0.4	-2	-6	0
13	CCCn1ncc(CN2CCC(n3nccc3NC(=O)c3ccccc3OC)CC2)c1C	-3	8	98	-1	-1.0	8	-1.5	8	-8	2
14	O=C1NC(c2ccccc2)C(C(=O)c2cccs2)=C1O (centres undefined)	4	-1	99	0	1.4	0	-0.9	5	-30	3
15	CC1=NN(C(=O)c2ccc(C)cc2)C(O)(C(F)(F)OC(F)(F)F)C1 (centres undefined)	3	6	99	-6	-0.7	-4	1.9	-11	-7	4

Single entries from the results shown:
Reading of Cc1ccc(-c2nc(Nc3ccccc3)n[nH]2)cc1 under RTF Ca sens inh: 6
Reading of COc1ccc(N(C(=O)c2snc(C(N)=O)c2N)C(C(=O)NCC2CCCO2)c2ccc(C)o2)cc1OC (centres undefined) under LANA DNA inh: -0.3

A draw from above in order of heavy-atom count, smallest number first:
nr	SMILES	RTF Ca sens act	Wnt act	DSG3 Ab inh	Keap1-Nrf2 PPI	LANA DNA inh	Arr AP2 block	MOR-DOR ag	OPRM1-OPRD1 inv	RTF Ca sens inh	V-ATPase pH
12	Cc1cnc(C(=O)OCC(=O)NC(C)c2ccccc2)cn1 (centres undefined)	2	-3	·	-5	3.3	-5	0.4	-2	-6	0
15	CC1=NN(C(=O)c2ccc(C)cc2)C(O)(C(F)(F)OC(F)(F)F)C1 (centres undefined)	3	6	99	-6	-0.7	-4	1.9	-11	-7	4
1	CCOc1ccc(CCNC(=O)COC(=O)c2cc(OC)c(OC)cc2[N+](=O)[O-])cc1OCC	-10	-1	106	-5	-1.6	2	0.7	-4	0	1

More results.
nr	SMILES	RTF Ca sens act	Wnt act	DSG3 Ab inh	Keap1-Nrf2 PPI	LANA DNA inh	Arr AP2 block	MOR-DOR ag	OPRM1-OPRD1 inv	RTF Ca sens inh	V-ATPase pH
16	CCN(CC(=O)NC1CCS(=O)(=O)C1)C(=O)/C=C/c1cccs1 (centres undefined)	-3	-1	106	-3	-0.1	2	-0.8	4	0	1
17	COc1ccc2nc(NC(=O)c3cc(S(=O)(=O)N4CCOCC4)ccc3C)sc2c1	0	·	106	-5	0.5	16	-1.9	11	-1	-1
18	CC1CCCCC12NC(=O)N(CC(=O)NCCc1ccccc1)C2=O (centres undefined)	-1	2	87	4	-1.5	-4	-2.9	15	0	1
19	O=C(CCSCc1ccccc1Cl)NCc1ccco1	2	1	90	-3	0.3	5	1.9	-10	10	0
20	COc1ccc(CC(=O)Nc2ccc3c(c2)CCC3)cc1OC	-1	-3	94	2	1.9	-1	-2.2	9	3	0
21	O=CC1=C(N2CCOCC2)/C(=C\c2ccccc2)CC1	10	10	101	2	0.8	-8	-0.3	2	1	-1
22	O=C(COc1ccccc1)N1CCN(c2ccccc2)CC1	0	-1	106	3	3.3	-4	-4.0	19	3	0
23	CC(NCc1cccs1)C(=O)Nc1cc(Cl)cc(Cl)c1 (centres undefined)	3	-2	120	3	1.2	-11	2.6	-21	-11	-3
24	Cc1c(Cl)cccc1NC(=S)NC(=O)c1cncc(Br)c1	3	0	·	-3	0.5	-2	3.4	-17	-8	4
25	N#C/C=C1/NC(=O)c2ccccc2S1	4	·	108	-1	-0.9	28	-1.8	10	2	5
26	O=C(NCCc1ccccc1)C1CCN(S(=O)(=O)c2cccc3nonc23)CC1	-2	-3	·	0	-0.9	-2	-0.6	2	-8	5
27	COC(=O)c1c(N)c(C#N)c2n1CCCCC2	5	·	107	-6	1.3	-5	-2.2	12	-4	-2
28	CC(OC(=O)C1CC(=O)N(Cc2ccco2)C1)C(=O)Nc1ccc(F)cc1Cl (centres undefined)	2	-3	·	-3	3.0	1	-5.1	19	-14	-3
29	O=C1NC(=O)C(c2ccccc2)(c2ccc(O)cc2)N1 (centres undefined)	-4	3	·	-2	0.3	3	-1.3	5	-8	0
30	CN1CCN(c2ccc(S(=O)(=O)N3CCCCC3)cc2NC(=O)c2ccc3ccccc3c2)CC1	0	-2	101	4	0.2	8	-1.1	7	6	-3

Next section (5 carried over from the part before).
nr	SMILES	RTF Ca sens act	Wnt act	DSG3 Ab inh	Keap1-Nrf2 PPI	LANA DNA inh	Arr AP2 block	MOR-DOR ag	OPRM1-OPRD1 inv	RTF Ca sens inh	V-ATPase pH
26	O=C(NCCc1ccccc1)C1CCN(S(=O)(=O)c2cccc3nonc23)CC1	-2	-3	·	0	-0.9	-2	-0.6	2	-8	5
27	COC(=O)c1c(N)c(C#N)c2n1CCCCC2	5	·	107	-6	1.3	-5	-2.2	12	-4	-2
28	CC(OC(=O)C1CC(=O)N(Cc2ccco2)C1)C(=O)Nc1ccc(F)cc1Cl (centres undefined)	2	-3	·	-3	3.0	1	-5.1	19	-14	-3
29	O=C1NC(=O)C(c2ccccc2)(c2ccc(O)cc2)N1 (centres undefined)	-4	3	·	-2	0.3	3	-1.3	5	-8	0
30	CN1CCN(c2ccc(S(=O)(=O)N3CCCCC3)cc2NC(=O)c2ccc3ccccc3c2)CC1	0	-2	101	4	0.2	8	-1.1	7	6	-3
31	COc1ccc(-c2cc(C(F)(F)F)n3ncc(C(=O)NCc4ccco4)c3n2)cc1	1	·	106	-3	-0.8	2	-3.0	14	-11	-9
32	Cc1ccc(CN(C(=O)c2csnn2)C(C(=O)NC2CCCC2)c2cccnc2)cc1 (centres undefined)	-1	0	108	-7	-0.3	-2	-1.4	8	-6	-1
33	O=C(OCn1nnc2ccccc2c1=O)C1CCCCC1	1	·	104	4	0.9	16	-0.6	3	-3	-5
34	Cc1ccc([N+](=O)[O-])cc1NC(=O)CN(C)CCOc1ccccc1	-4	-3	102	-1	1.2	10	-2.8	13	-6	3
35	O=C(CCc1nnc2ccc(NCc3ccccc3Cl)nn12)NCC1CCN(C2CCCC2)C1 (centres undefined)	-2	-3	112	-4	1.4	1	-3.8	19	0	-1
36	CCN(CC)CCNC(=O)C(=O)Nc1ccc(C(=O)OC)cc1	0	-5	109	3	-0.5	-13	-1.1	6	-12	-5
37	COc1ccccc1/C=C/C=N/n1c(COc2ccccc2)n[nH]c1=S	-2	-3	·	-4	0.7	-6	3.9	-20	1	9
38	CCn1c2ccccc2c2cc(NC(=O)CC(C)=O)ccc21	0	-16	97	0	4.2	3	-2.6	14	-4	-2
39	C/C(=C\c1ccccc1)C(=O)Nc1nccs1	0	52*	99	-1	-0.8	13	0.7	-5	-8	0
40	O=C(Nc1ccc2c(c1)OCCO2)C1CCCN1C(=O)Nc1ccc(F)cc1 (centres undefined)	-9	-1	98	-2	1.1	24	-1.4	7	-10	-1
41	COCCNC(=O)c1ccccc1NC(=O)c1ccccc1N(C)S(=O)(=O)c1ccc(C)cc1	-8	-2	·	0	1.6	23	-3.0	13	-3	1
42	COc1ccc2c(CC(=O)NCc3ccc4c(c3)OCO4)coc2c1	2	0	102	1	1.5	8	1.2	-8	-15	-1
43	CCCCC1CCC(C(=O)NCc2ccc3c(c2)OCO3)CC1 (centres undefined)	-3	·	98	2	-0.4	1	-0.1	1	-9	1
44	N#CC12CCCCC1CC1CCCCC1(C#N)N2CCO (centres undefined)	3	-7	·	-2	-4.3	-2	-2.6	11	-14	-5
45	O=C(O)c1cccc(Nc2nc(-c3ccc([N+](=O)[O-])cc3)nc3ccccc23)c1	-3	8	96	-1	0.4	-13	-1.6	9	-5	-1
46	CN(C)C(=O)N1CCN(C(=O)c2ccco2)CC1	5	6	107	1	0.7	-1	-0.9	4	-14	3
47	CN(c1ccc(F)cc1)S(=O)(=O)c1ccc(Cl)c(C(=O)Nc2ccncc2)c1	0	-4	90	4	-1.0	-2	1.9	-10	-9	-6
48	Cc1ccc(-c2cc3nc(-c4ccccc4)cc(N4CCC5(CC4)OCCO5)n3n2)cc1	2	-3	109	-11	-0.8	-8	1.1	-4	2	-8
49	O=C(Nc1ccccc1C(=O)Nc1ccccc1)c1ccccc1F	-1	0	·	2	1.5	-1	-0.3	1	1	-4
50	COc1ccc2c(CC(=O)N3CCN(S(=O)(=O)c4ccc(F)cc4)CC3)coc2c1	-3	-5	98	1	-0.4	4	-1.6	6	3	0
51	CNc1cc(N2CCCCCC2)ccc1[N+](=O)[O-]	1	·	100	-5	0.2	14	-0.3	2	9	-2
52	CCOC(=O)c1c(CN2CCN(C)CC2)oc2ccc(O)cc12	3	·	110	-1	1.0	17	-1.6	8	-3	0
53	CCC(=O)N1CCN=C1SCc1ccccc1Cl	-5	-1	113	-6	-0.6	1	0.7	-3	1	3
54	CCN(CC)c1ccc(NC(=O)COc2ccc(-n3cnnn3)cc2)cc1	-6	-4	111	2	0.3	33	-1.3	7	2	1
55	CCOC(=O)C1=C(COC(=O)/C=C/c2cccc(F)c2)NC(=O)NC1C (centres undefined)	10	-3	131	3	5.6	9	-2.0	11	5	1
56	N#CC1=C(S)N(c2ccccc2)C2(CCCCC2)NC1=O	1	-2	96	4	-0.6	5	-2.1	12	7	2
57	CC(C)c1ccc(S(=O)(=O)N2CCN(CC(=O)Nc3ccc4c(c3)OCO4)CC2)cc1	0	·	105	-6	2.0	9	-0.5	2	-3	-5
58	CCOC(=O)N1CCN(C2OC(=O)c3ccccc32)CC1 (centres undefined)	-6	-7	102	6	-2.3	9	0.7	-4	0	-4

Screening results (PubChem)
